RBBP9 inh: human RBBP9 inhibitors, primary screen, biochemical, fluorescence polarization, FP-Rh probe, HTS; 220,000 compounds, 0.2% hits; Serine hydrolase RBBP9 (Homo sapiens), O75884; recombinant RBBP9; inhibition, % at 7.94 µM; AID 1515, 2009;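 active means inhibition above the campaign mean of all tested compounds plus 3 SD, cut at about 14% in these data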;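 further: plate controls were DMSO wells with RBBP9 for no effect and wells lacking RBBP9 protein for full effect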
Target sequence (O75884 whole entry, looked up): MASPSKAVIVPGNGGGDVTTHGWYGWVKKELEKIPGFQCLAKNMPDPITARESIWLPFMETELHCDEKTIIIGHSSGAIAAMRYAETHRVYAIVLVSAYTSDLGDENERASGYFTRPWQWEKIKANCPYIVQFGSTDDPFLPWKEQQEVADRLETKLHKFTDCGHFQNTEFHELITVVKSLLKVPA
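system = RBBP9 protein | input = RBBP9 at 2.5 µM in dispensed solution, before mixing | measured by = fluorescence polarization (mP), excitation 525 nm, emission 598 nm | incubation = enzyme-compound preincubation 30 min, then probe labeling 45 min, 25 °C | buffer or medium = Tris-NaCl-Pluronic buffer, pH 8.0 | compound = single dose 7.94 µM | also added = FP-Rh probe, 375 nM dispensing solution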
PPC-1+TRAIL kill: compounds killing PPC-1 cancer cells with TRAIL present, primary screen, TRAIL potentiator project, ATPLite luminescence, uHTS; PPC-1 cells + TRAIL, ATPLite viability luminescence; cell killing (% activity), % at 4 µM; 220,000 compounds, 0.41% hits; AID 1443, 2008;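 active means cell killing above 50% in the first pass at 4 µM, then a duplicate retest at 5 µM averaging 50% or more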;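 further: plate controls were cells with TRAIL plus DMSO for no effect and medium-only wells lacking cells for full effect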
Furin inh: human furin inhibitors, primary screen, biochemical, fluorescence intensity. P09958. purified furin, fluorogenic substrate cleavage. inhibition, % at 30 µM. 220,000 compounds, 0.061% hits. AID 463115, 2010; in the data active means inhibition above about 25%; further: inactives centre near -15
BaF3 tox: parental Ba/F3 cell viability inhibition, counter-screen for JAK2V617F inhibitor project, murine pro-B, CellTiter-Glo luminescence; CellTiter-Glo ATP luminescence; inhibition, % at 5.6 µM; 220,000 compounds, 1.1% hits; AID 1486, 2009;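 active means inhibition above a per-campaign cutoff, the mean inhibition of all tested compounds plus 3 SD, cut at about 27% in these data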;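 further: 0% = DMSO wells and 100% = JAK Inhibitor I control wells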
p47phox inh: p47phox/p22phox peptide binding inhibitors, primary screen, biochemical, uHTS, NADPH oxidase regulatory subunit; AID 1274, 2008; 220,000 compounds, 0.53% hits; inhibition, % at 24.7 µM; fluorescence polarization, 2 h; Neutrophil cytosol factor 1 (Homo sapiens), P14598;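 active means inhibition above about 30%, limit read from the data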;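 further: 0% = p47phox with labelled peptide and 100% = labelled peptide alone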
Target sequence (P14598 whole entry, looked up): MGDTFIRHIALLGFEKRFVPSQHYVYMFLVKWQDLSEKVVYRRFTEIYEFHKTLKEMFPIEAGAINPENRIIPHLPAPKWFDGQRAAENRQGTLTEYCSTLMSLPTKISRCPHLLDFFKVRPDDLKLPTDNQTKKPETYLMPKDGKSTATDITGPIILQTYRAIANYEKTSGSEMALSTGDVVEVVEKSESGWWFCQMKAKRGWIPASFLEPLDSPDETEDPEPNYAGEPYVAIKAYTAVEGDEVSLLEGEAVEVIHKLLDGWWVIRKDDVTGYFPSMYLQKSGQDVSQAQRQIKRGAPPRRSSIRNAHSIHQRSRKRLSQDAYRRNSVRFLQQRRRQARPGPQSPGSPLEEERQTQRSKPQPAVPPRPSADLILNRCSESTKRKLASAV
Tb hexokinase: Trypanosoma brucei hexokinase 1 inhibitors, primary screen, biochemical, G6PDH-coupled NADH absorbance, MLSCN library; inhibition, % at 10 µM; AID 1430, 2008; 220,000 compounds, 0.11% hits; recombinant TbHK1, G6PDH-coupled NADH A340;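 active means inhibition of 50% or more in the single-dose primary screen; inactive means inhibition below 50%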
Ba/F3 V617F tox: reduced viability of JAK2V617F-dependent Ba/F3 cells, primary screen, JAK2V617F inhibitor project, cell-based, Ba/F3 EpoR-JAK2V617F, luminescence; ATP luminescence; inhibition, % at 5.6 µM; 220,000 compounds, 1.1% hits; AID 1446, 2008;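 active means inhibition above the campaign mean plus 3 SD over all tested compounds, cut at about 24% in these data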;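 further: cytokine-independent growth of Ba/F3 cells driven by EpoR plus mutant JAK2; 0% = DMSO-treated cells and 100% = JAK inhibitor I control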
PGE2 EP2 inh: human EP2 receptor antagonists, primary screen, TR-FRET cAMP, C6 glioma cells; AID 1422, 2008; 260,000 compounds, 0.52% hits; C6 glioma cells expressing human EP2; cells stimulated with saturating PGE2; inhibition, % at 25 µM;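 active means percent inhibition above 40 after rounding to a whole number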;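 further: rat C6 glioma host cells with rolipram phosphodiesterase inhibitor present; the protocol text gives 20 µM as final concentration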
Target sequence (P43116 whole entry, looked up): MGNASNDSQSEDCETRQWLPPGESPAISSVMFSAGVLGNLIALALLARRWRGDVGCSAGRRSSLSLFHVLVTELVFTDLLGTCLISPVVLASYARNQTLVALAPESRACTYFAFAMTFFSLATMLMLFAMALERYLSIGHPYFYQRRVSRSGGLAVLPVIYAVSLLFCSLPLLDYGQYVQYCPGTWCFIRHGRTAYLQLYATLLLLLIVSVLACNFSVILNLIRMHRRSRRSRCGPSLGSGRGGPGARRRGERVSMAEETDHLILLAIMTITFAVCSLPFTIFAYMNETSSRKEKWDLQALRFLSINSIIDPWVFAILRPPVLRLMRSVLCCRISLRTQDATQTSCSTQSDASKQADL
p97 ATPase inh: inhibitors of human p97 ATPase, primary screen, biochemical; Transitional endoplasmic reticulum ATPase (Homo sapiens), P55072; recombinant p97 ATPase, Kinase-Glo ATP luminescence, 3 h; inhibition, % at 8 µM; 220,000 compounds, 0.42% hits; AID 1481, 2009; in the data active means inhibition above about 15%;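 further: 0% = DMSO vehicle and 100% = wells lacking enzyme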
Numbers without * were called inactive; · = not tested or not shown; & = joins results of further samples; [ ] = dose if it differs, or a comment.

SMILES	RBBP9 inh	PPC-1+TRAIL kill	Furin inh	BaF3 tox	p47phox inh	Tb hexokinase	Ba/F3 V617F tox	PGE2 EP2 inh	p97 ATPase inh
COC(=O)C1=C(C)NC(C)=C(C(=O)OC)C1c1cc2cc(C)ccc2[nH]c1=O	7	7	-10[20 µM]	-2	-8	-12	-1	11&8	3
COc1ccc(Nc2cc(C)nc3nc(C)nn23)cc1Cl	0	9	-4	4	2	-6	-3	4	4
Cn1c(SCC(=O)Nc2cc(C(C)(C)C)nn2-c2ccccc2)nc2ccccc21	-12	2	-9	4	-6	-1	1	10	-4
CSC1=C(C#N)C(c2cccc(Br)c2)CC(=O)N1 (stereo unspecified)	-6	9	-1	10	1	0	4	7	-2
O=c1c2c(nc3cc(-c4cccc(F)c4)[nH]n13)CCC2	-8	25	-19	3	-11	-3	0	7	1
O=C(O)Cc1ccc(C(=O)c2ccccc2)s1	-8	12	-12[20 µM]	1	2	-1	-3	13	6
CCCCN(CCCC)Cc1ccc(C(=O)NNC(=O)Nc2ccc(F)cc2)o1	-6	-26	-29	1	-8	3	1	4	4
COc1cc2[nH]c3ccccc3c2cc1C	·	10	-1	·	-8	-5	·	9	·
O=C(CCC(=O)OCC(=O)c1cccc([N+](=O)[O-])c1)Nc1cccc(Cl)c1Cl	-1	3	-3[20 µM]	0	-13	-4	-4	8	3
CCS(=O)(=O)N1CCCC(C(=O)NCC2CCCO2)C1 (stereo unspecified)	-11	-7	-22	2	-11	-1	-1	12	1

Continued, overlapping the part above by 3 compounds.
SMILES	RBBP9 inh	PPC-1+TRAIL kill	Furin inh	BaF3 tox	p47phox inh	Tb hexokinase	Ba/F3 V617F tox	PGE2 EP2 inh	p97 ATPase inh
COc1cc2[nH]c3ccccc3c2cc1C	·	10	-1	·	-8	-5	·	9	·
O=C(CCC(=O)OCC(=O)c1cccc([N+](=O)[O-])c1)Nc1cccc(Cl)c1Cl	-1	3	-3[20 µM]	0	-13	-4	-4	8	3
CCS(=O)(=O)N1CCCC(C(=O)NCC2CCCO2)C1 (stereo unspecified)	-11	-7	-22	2	-11	-1	-1	12	1
O=c1[nH]c2cc([N+](=O)[O-])c(NCCO)c([N+](=O)[O-])c2[nH]1	3	0	-11	5	-7	-12	-1	10	3
N#Cc1c(C(F)(F)F)cc(-c2ccc(F)cc2)nc1SCC(=O)O	2	0	2	9	-17	-12	4	7	-5
CCN1CCN(C(c2cccnc2)c2cc(Cl)c3cccnc3c2O)CC1 (stereo unspecified)	-6	-12	-3[20 µM]	4	38*	-4	-3	8	1
Cn1c(Cn2c(=O)sc3ccccc32)nnc1SCC(=O)N1CCCC1	-4	15	-23	8	-6	-4	0	6	8
Cc1ccc(CSCCNC(=O)c2ccc(C)cc2)cc1	-7	37	-5	1	-3	5	-2	4	-5
Cc1[nH][nH]c(=O)c1C(c1c(C)[nH][nH]c1=O)c1cn(Cc2cccc3ccccc23)c2ccccc12	-4	16	-16[20 µM]	4	-12	-5	4	14	27*
O=C(Cn1nc(C(F)(F)F)cc1C1CC1)Nc1ccccc1F	-9	30	-10	0	-2	-1	-4	6	6
COc1ccc(C(=O)N2CCOC2CNC(=O)C(=O)NCc2ccc3c(c2)OCO3)cc1 (stereo unspecified)	-2	6	-30	4	·	-7	0	5	1
CC(=O)c1c(N)nc2n(c1=O)CCCCC2	-5	18	-13	2	-2	-2	1	5	1
Cn1c(C2=C(O)CN(c3ccccc3)C2=N)nc2ccccc21	-1	3	-17	1	-12	0	-4	3	6
CCOC(=O)Cc1csc(SCC(=O)NC2CCCCC2)n1	-7	23	-15	2	1	36	-1	9	5
CCOC(=O)c1c(/N=C/c2cc([N+](=O)[O-])ccc2O)sc(C)c1C	12	11	-7	2	0	-23	-5	5	4
O=C(COC(=O)c1ccc(NS(=O)(=O)c2ccc(F)c(F)c2)cc1)NCC1CCCO1 (stereo unspecified)	-1	8	-32	4	·	2	-1	4	4
CC1CCN(Cc2ccc(NC(=O)C3CCN(c4nnc(-n5cccc5)s4)CC3)cc2)CC1	-5	10	-17	6	2	1	1	11	1
CCOC(=O)/C(C#N)=C/NC(=O)NC(C)(C)C	4	-12	-28[20 µM]	3	2	-10	-4	21	1
CN1CC=C2C(C#N)=C(N)C(C#N)(C#N)C(c3ccsc3)C2C1 (stereo unspecified)	2	11	-9[20 µM]	-1	-16	-5	1	14	-3
CC(=O)Nc1ccc(S(=O)(=O)N2c3ccccc3NC(=O)CC2C)c(Cl)c1 (stereo unspecified)	-8	-8	-17	-3	-16	-12	-3	7	9
COc1cc(NC(=O)c2ccccc2Cl)ccc1NC(=O)c1cccs1	1	12	-6	3	2	6	2	10	-3
COc1ccc(C2CC2/C(=N/OC(=O)c2cccs2)c2ccccc2)cc1 (stereo unspecified)	-5	16	-13[20 µM]	0	-12	12	1	12	-3
Cc1cccc(C)c1NC(=O)C1CCCNC1 (stereo unspecified)	5	2	-23	9	0	2	1	5	4
O=C(c1ccncc1)c1ccc(N2CCN(C3CC(=O)N(Cc4ccccc4)C3=O)CC2)cc1 (stereo unspecified)	-4	13	-6[20 µM]	6	-8	-32	2	19	-4
CC(On1nnc2ccccc21)C(=O)N1CCN(Cc2ccccc2)CC1 (stereo unspecified)	-7	6	-29	4	-3	4	-3	1	10
Cc1ccc(N=C2NC(=O)S/C2=C\c2ccco2)cc1	-1	30	-16	2	-28	-6	-2	10	12
CCCC(CCC)C(=O)Oc1cc(C)[nH]c(=O)c1[N+](=O)[O-]	-1	9	2	4	7	2	6	10	-5
COc1ccc(OC)c(-c2cc(C(=O)N3CCCc4ccccc43)no2)c1	-2	25	-7	-3	-9	-9	-3	3	4
CC(C)N1CCC(=NNc2ccc(S(=O)(=O)N3CCOCC3)cc2[N+](=O)[O-])CC1	-4	7	-7	4	-5	-1	0	7	3
O=C(CCn1cccc1)Nc1cc(F)ccc1F	-5	5	-18	3	-7	-3	-2	11	3
Cc1c(Br)c([N+](=O)[O-])nn1CC(=O)NCc1cccnc1	2	-2	-8[20 µM]	1	-1	-9	-2	2	-6
COc1ccc(NC(=O)C(Cl)=C(Cl)Cl)cn1	-3	6	-8	-3	-8	3	1	1	28*
CCC(CC)C(=O)Nc1c(C)n(C)n(-c2ccccc2)c1=O	-12	2	-24[20 µM]	1	-6	16	-1	7	-2
O=C(CSc1ncc(-c2ccccc2)nn1)NCc1ccco1	-1	19	-10[20 µM]	7	-8	-7	5	23	-2
O=C(Nc1nnc(SCc2ccc(Cl)cc2)s1)c1ccco1	-2	4	-10	0	-4	-13	0	17	-2
CCCNC(=O)Cc1c(OC)ccc2cc(Br)ccc12	4	17	-17	3	5	37	-2	20	-1
Cn1cc(C(=O)c2cccc(Cl)c2Cl)cc1C#N	-14	6	-22	5	3	-9	1	9	-4
c1ccc(-c2nnc(C(c3ccccc3)c3ccccc3)o2)cc1	-3	26	-16	6	-9	5	0	7	0
O=C(Nc1ccccc1)/C(=C1\CCCN1)[N+](=O)[O-]	-8	4	-12	5	-5	-14	-2	4	4
CCn1ncc2c1C(=O)NC1c3ccccc3C(=O)N21 (stereo unspecified)	-2	-1	-1	4	5	0	-1	12	2
COc1ccccc1CNC(=O)CC1Sc2ccccc2NC1=O (stereo unspecified)	-13	12	-21	4	1	0	-2	3	3
CCCCC(=O)Nc1ccc2c(c1)nc1n2CCOC1	-4	7	-26	2	-1	-6	2	6	1
Cc1cccc(C(=O)Nc2ccccc2C(=O)OCC(=O)Nc2ccc(C#N)cc2)c1	-2	15	-23	6	-29	25	-3	7	4
O=C(NCCc1ccccc1)Nc1cccc(Cl)c1	-6	9	-29	1	-5	5	-5	13	3
COc1ccccc1CNC(=O)c1cccc(N(C)C)c1	2	13	-22[20 µM]	4	-5	-3	-3	16	1
CC1CN(c2oc(COc3ccc(Cl)cc3Cl)nc2C#N)CC(C)O1 (stereo unspecified)	-5	23	-22[20 µM]	6	2	4	0	8	0
Cc1ccc(S(=O)(=O)N(C)CC(=O)N2CCN(C(=O)c3ccco3)CC2)cc1	-4	-8	-32	6	-1	8	-2	13	3
Cn1c(=O)c2c(nc(SCC(=O)NCC3CCCO3)n2Cc2ccc(F)cc2)n(C)c1=O (stereo unspecified)	-8	-4	-18	0	-1	-6	2	5&3	-3
COc1cccc(C2c3c(-c4ccccc4O)n[nH]c3C(=O)N2Cc2ccco2)c1 (stereo unspecified)	-18	-9	-7	5	-22	10	4	10	-2
COCC(=O)Nc1cc(OC)c(Cl)cc1OC	-6	2	-5[20 µM]	5	-7	-7	0	12	0
CC(C)(C)NC(=O)CSc1nc(-c2ccccc2)c(-c2ccccc2)[nH]1	4	10	-9[20 µM]	3	-13	-4	0	6	-2
Cc1ccc(-c2cc(-c3nnc(SCC(=O)NC(C)C(C)C)n3N)c3ccccc3n2)cc1 (stereo unspecified)	4	16	-20[20 µM]	4	1	0	-2	5	4
Cc1ccc(S(=O)(=O)N2CCC(=O)N(CCOCc3ccccc3)CC2)cc1	-12	3	-22	12	6	5	4	6	-5

Later entries:
SMILES	RBBP9 inh	PPC-1+TRAIL kill	Furin inh	BaF3 tox	p47phox inh	Tb hexokinase	Ba/F3 V617F tox	PGE2 EP2 inh	p97 ATPase inh
O=c1[nH]c(-c2ccccc2)nc2sc(-c3ccccc3)cc12	-11	10	-39	4	-1	-12	0	6	-1
CCOc1ccc(-c2nnn(CC(=O)NCc3ccc(F)cc3)n2)cc1OCC	-11	11	-27	2	-1	-9	-3	9	1
CCCC(NS(=O)(=O)c1ccc(Br)cc1)C(=O)O (stereo unspecified)	0	23	-31	3	·	2	0	6	1
C=CCc1cccc2cc(C(=O)NCCOC)c(=O)oc12	-4	-1	-25	6	-17	-14	1	7	-1
CN(C)c1ccc(/C=[N+](\[O-])C(C)(C)/C=N/O)cc1	5	12	9	0	-4	-73	-4	11	6
CCCCN(CCCNc1ncnc2nc[nH]c12)c1ccccc1	-1	19	-28	10	4	-5	1	8	0
Cc1cc(N2CCN(S(=O)(=O)c3ccc4ccccc4c3)CC2)n2ncnc2n1	-5	8	-13	7	-5	-7	1	11	-1
COc1ccc(-c2nnc(SCC(=O)NC(C)c3ccccc3)o2)cc1 (stereo unspecified)	-2	26	-18	-1	-8	-5	-2	7	3
O=C(OCCN=C1NS(=O)(=O)c2ccccc21)c1cccs1	-3	5	-22	0	-17	-1	-1	5	10
Cc1cc(C)n2nc(C(=O)N/N=C/c3ccccc3C)nc2n1	4	-5	-6	-1	-3	-15	4	5	0
Cc1nc(CSc2nnc3scc(-c4ccc(Cl)cc4)n23)cs1	4	19	-13[20 µM]	0	7	1	-4	6	0
c1ccc(Cc2nnc3sc(Nc4ccccc4)nn23)cc1	2	-9	-29[20 µM]	8	-7	-3	2	3	-4

A portion of the library; count on the stated rates, not on these rows.
